mIAP activ = increases mouse intestinal alkaline phosphatase activity; AID 2805; muIAP, CDP-Star luminescence, 30 min; active compounds read high; 1 = vehicle-only enzyme signal, 0 = enzyme-free wells; activation factor at 10 µM; 330,000 tested, 0.24% active;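 active = activation factor of at least 2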; note: the source names both 10 and 20 µM as test concentration; values of inactives mirror those of a sister screen read the other way
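System: mouse IAP enzyme. Reagent: CDP-Star chemiluminescent phosphatase substrate. Benchmarks: DMSO wells, no-enzyme wells. Times: 30 min enzyme-substrate-compound incubation at room temperature. Detection: luminescence from enzymatic CDP-Star hydrolysis. Doses: test compounds delivered from DMSO solution.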
SENP1 FRET inh = inhibitors of human SENP1 SUMO protease catalytic domain; recombinant SENP1 catalytic domain, CyPet-SUMO1-YPet FRET cleavage; AID 624204; Q9P0U3; 360,000 tested, 0.21% active; inhibition, % at 10 µM;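 active = inhibition at least 30% at 10 µM, raw YFP signal under a set limit, fluorescence ratio 0.5 to 1.5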;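 note: 0% = enzyme with DMSO and 100% = no enzyme wells; some results filed as inactive read as strong as hits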
Target sequence (Q9P0U3 419-644 limits assumed): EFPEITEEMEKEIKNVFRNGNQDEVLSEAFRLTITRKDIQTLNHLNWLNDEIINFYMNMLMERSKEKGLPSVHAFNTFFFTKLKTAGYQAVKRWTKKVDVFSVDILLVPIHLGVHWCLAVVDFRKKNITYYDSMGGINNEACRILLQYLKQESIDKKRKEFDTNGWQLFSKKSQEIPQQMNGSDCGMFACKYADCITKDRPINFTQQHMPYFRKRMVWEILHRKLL
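Material: hSENP1 catalytic domain, recombinant; medium: Tris pH 8 with BME, BSA, NP40 and catalase; compound: single concentration of 10 µM compound, 0.5% DMSO final; technique: FRET read of cyan and yellow fluorescence; timing: 50 min enzyme reaction, room temperature, light-protected; reagent: SFCypet-SUMO1-SFYpet substrate at 25 nM; control set: no-enzyme low, enzyme-DMSO high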
hIAP inh = blocks human intestinal alkaline phosphatase; purified IAP, CDP-Star luminescence, 30 min; inhibition, % at 10 µM; 330,000 tested, 0.12% active;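 active = inhibition reaching a set limit with compound at 10 µM in the primary screen, cut at about 35% in these data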;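 note: plate controls were DMSO wells with enzyme for no effect and no-enzyme buffer wells for full effect; values of inactives mirror those of a sister screen read the other way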
Target sequence (P09923 whole entry, looked up): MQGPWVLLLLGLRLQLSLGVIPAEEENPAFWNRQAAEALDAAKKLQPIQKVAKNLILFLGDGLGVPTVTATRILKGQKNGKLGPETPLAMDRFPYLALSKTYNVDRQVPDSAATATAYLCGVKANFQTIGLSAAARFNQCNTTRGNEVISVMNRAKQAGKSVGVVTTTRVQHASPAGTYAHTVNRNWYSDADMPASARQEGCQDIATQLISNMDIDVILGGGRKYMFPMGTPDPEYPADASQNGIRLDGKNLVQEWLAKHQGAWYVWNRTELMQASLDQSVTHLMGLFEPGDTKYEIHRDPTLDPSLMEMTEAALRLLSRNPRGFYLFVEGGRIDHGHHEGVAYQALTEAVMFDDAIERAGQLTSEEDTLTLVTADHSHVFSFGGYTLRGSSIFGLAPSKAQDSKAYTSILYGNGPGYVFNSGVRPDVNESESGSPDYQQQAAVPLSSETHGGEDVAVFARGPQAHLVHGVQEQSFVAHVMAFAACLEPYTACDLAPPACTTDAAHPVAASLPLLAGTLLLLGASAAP
APOBEC3A inh = human APOBEC3A DNA deaminase inhibition. P31941. recombinant A3A, FAM/TAMRA ssDNA deamination fluorescence. inhibition, % at 20 µM. 330,000 tested, 0.41% active;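 active = at least 40% inhibition at 20 µM here, with at most 30% in a related deaminase screen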;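 note: plate controls were A3A with DMSO for no effect and wells lacking A3A enzyme for full effect; some results filed as inactive read as strong as hits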
Target sequence (P31941 whole entry, looked up): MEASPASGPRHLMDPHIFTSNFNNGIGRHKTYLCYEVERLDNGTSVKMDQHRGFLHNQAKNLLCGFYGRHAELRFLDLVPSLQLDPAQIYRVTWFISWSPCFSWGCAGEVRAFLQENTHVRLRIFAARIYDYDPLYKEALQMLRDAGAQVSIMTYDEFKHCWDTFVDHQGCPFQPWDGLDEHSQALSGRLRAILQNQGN
beta cell repl = MIN6 beta-cell proliferation induction. 330,000 tested, 0.29% active. MIN6 cells proliferation, ATPlite luminescence, 48 h; cells starved in 0.2% serum; 100% = growth in 10% serum. proliferation, % at 10 µM;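 active = compounds whose signal lies at least 3.5 SD above the mean of all wells on their plate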;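 note: 0% = DMSO-treated cells in low-serum medium and 100% = 10% serum control; some compounds called inactive have numbers as strong as hits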
NLRP3 yeast inh = inhibitors of NALP3 inflammasome in yeast; Yeast reconstituted NLRP3/ASC/caspase-1, beta-gal luminescence, 24 h; inhibition, % at 10 µM; 330,000 tested, 0.39% active;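 active = inhibition of 50% or more; inactive = inhibition below 50%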;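 note: plate controls were induced DMSO wells for no effect and uninduced yeast grown without galactose for full effect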
mIAP inh = mouse IAP inhibition. inhibition, % at 10 µM. 330,000 tested, 0.2% active. purified mouse IAP, CDP-Star luminescence, 30 min;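 active = inhibition of at least 40% at 10 µM in the primary screen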;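 note: plate controls were DMSO with enzyme for no effect and no enzyme wells for full effect; values of inactives mirror those of a sister screen read the other way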
hIAP act = human IAP activation. P09923. purified human IAP, CDP-Star luminescence, 30 min; active compounds read high; 1 = vehicle-only enzyme, 0 = enzyme-free background. activation factor at 10 µM. 330,000 tested, 0.16% active. AID 2524;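 active = activation factor of the enzyme at least 2-fold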; note: the source names both 10 and 20 µM as test concentration; values of inactives mirror those of a sister screen read the other way
APOBEC3G inh = APOBEC3G (human) deaminase inhibition | inhibition, % at 20 µM | 330,000 tested, 0.28% active | recombinant A3G, ssDNA deamination FAM/TAMRA fluorescence | Q9HC16;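 active = inhibition of at least 40% at 20 µM, with no more than 30% in the related APOBEC3A deaminase screen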;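 note: plate controls were DMSO wells with A3G for no effect and wells lacking A3G enzyme for full effect; some compounds called inactive have numbers as strong as hits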
Active calls of the source: *; & = joins results of further samples.

SMILES	mIAP activ	SENP1 FRET inh	hIAP inh	APOBEC3A inh	beta cell repl	NLRP3 yeast inh	mIAP inh	hIAP act	APOBEC3G inh
CN=c1scc(-c2c[nH]c3ccccc23)n1C	0.98	-4	2	-4	2	8	2	0.98	-10
CC(C)(O)C#Cc1ccc(C(=O)N2CCC(CCC(=O)NC3CC3)CC2)cc1	0.85	-1	-13	-1	-1	17	15	1.1	-6
CC(C)CCN1CCC(Cc2ccccc2)(NC(=O)c2ccccc2)C1=O (stereo not given)	0.97	4	9	-6	0	8	3	0.91	-8
COc1ccc(S(=O)(=O)N(C)CC(=O)N2CCCC2)cc1	1.1	1	6	-5	0	5	-5	0.94	-4
O=C(CS(=O)(=O)c1ccccc1)NCc1ccc(Cl)cc1	0.99	2	-19	-2	-3	21	1	1.2	-6
CN(CCOC(=O)c1ccco1)Cc1ccccc1	1	0	-10	0	-1	11	0	1.1	-3
CN1CCN(C(=O)c2cnn3c(C(F)F)cc(C4CC4)nc23)CC1	0.98	1	13	-1	-1	15	2	0.87	0
O=S(=O)(NC(=NC1CCCCC1)c1ccccc1F)c1ccccc1	1	3	-8	-1	-3	-2	-2	1.1	-7
C=CCn1c(SCC(=O)NCc2ccccc2)nnc1C1CCCCC1	0.91	3	2	-1	-3	2	10	0.98	-7
COc1ccc(-n2ncc(C(=O)N3CCN(c4ccc(F)cc4)CC3)c2C)cc1	1.1	2	-16	1	-1	13	-8	1.2	0
CC(C)Cc1nnc(NC(=O)CCC(=O)Nc2ccc(F)cc2)s1	1.2	0	-4	2	2	2	-18	1	2
COc1ccc(-c2noc(CN(C)S(=O)(=O)c3ccc(C)cc3)n2)cc1	0.89	-1	-2	10	-4	34	11	1	1
COc1ccccc1OCC(O)Cn1c(=N)n(CCN2CCCCC2)c2ccccc21 (stereo not given)	1	-2	16	3	-6	14	-4	0.84	-6
O=C(NC1CCCC(C(F)(F)F)C1)c1ccc([N+](=O)[O-])o1 (stereo not given)	1.1	1	0	-1	-4	16	-10	1	-4
CC(C)NC(=O)[C@@H]1CSC2c3ccccc3C(=O)N21 (stereo not given in full)	1.1	1	-19	-5	-2	4	-5	1.2	-9
COc1ccc(Cl)cc1C(=O)n1nc(C)cc1C	0.89	2	3	3	0	4	11	0.97	-4
O=C(NCCOc1ccc(Cl)cc1)c1ccc2c(c1)OCCO2	1.2	0	-6	-5	-4	37	-18	1.1	-5
N#Cc1ccc(COC(=O)Cn2nnc(-c3ccccc3)n2)cc1	1	1	5	0	-1	5	-4	0.95	0
CC(c1nc2ccccc2c(=O)[nH]1)N1CCN(C)CC1 (stereo not given)	1.1	1	-9	0	-3	3	-7	1.1	-3
O=C(N/N=C\c1cn[nH]c1-c1ccccc1)c1cccs1	0.95	1	3	-3	0	4	5	0.97	-5
CN(C)C1=NCCN1CCc1ccccc1	1	3	12	-4	0	14	-2	0.88	-8
Cc1csc(NC(=O)CN2C(=O)c3ccccc3S2(=O)=O)n1	0.99	1	-71	5	0	-3	1	1.7	2
COC(=O)c1cccc(NC(=O)/C=C/c2ccc([N+](=O)[O-])cc2)c1	0.98	1	-42	5	0	21	2	1.4	-5
O=C(O)CCC(=O)Nc1ccc(N2CCCCC2)c(C(=O)O)c1	0.96	4	10	-3	0	9	4	0.9	-5
O=C(NCCCl)Nc1ccccc1OCCOc1ccccc1NC(=O)NCCCl	1.1	-1	-6	-4	-1	6	-6	1.1	-5
Next structures.
SMILES	mIAP activ	SENP1 FRET inh	hIAP inh	APOBEC3A inh	beta cell repl	NLRP3 yeast inh	mIAP inh	hIAP act	APOBEC3G inh
Cc1ccc(S(=O)(=O)NCCn2nc(C)nc2C)cc1	0.95	1	5	-3	-1	10	5	0.95	-6
O=C(Nc1ccc(F)cc1)c1ccc(CSc2ccccc2)o1	1	1	-10	-3	-5	-11	-5	1.1	-4
Cc1cccc(C)c1NC(=O)CSc1nc2c([nH]1)c(=O)n(C)c(=O)n2C	1	0	2	-1	-1	14	-2	0.98	-11
Cc1ccc(-n2c(C)nn(CCOc3ccccc3)c2=O)cc1	1.1	0	6	3	4	6	-7	0.94	3
COc1ccc(-c2nc3cnccn3c2NC2CCCCC2)cc1-c1cccc(Cl)c1	1.1	-28&-21	0	-2	-6	11	-7	1	-3
Cc1ccc(-c2nc(C)sc2CC(=O)OCC(=O)Nc2cccc([N+](=O)[O-])c2)cc1	0.94	-1	12	-2	-1	17	6	0.88	-7
Cc1onc(-c2ccccc2Cl)c1C(=O)N(C)CC(=O)Nc1ccc(F)c(F)c1F	0.96	2	-10	0	-2	13	4	1.1	-9
N#Cc1c(NC(=O)c2cc([N+](=O)[O-])ccc2N2CCOCC2)sc2c1CCCC2	0.87	0	10	-2	0	12	13	0.9	-3
COc1ccc(OC)c(S(=O)(=O)N2CCC(C(=O)NC3CCCCCC3)CC2)c1	1	1	-21	-2	-1	16	-4	1.2	-1
Cn1c(-c2ccc(C=O)s2)nc2c3ccccc3c3ccccc3c21	0.94	-13	10	-1	-3	24	6	0.9	12
COC(=O)c1ccc(NC(=O)CN2CCC(NC(=O)c3ccco3)CC2)cc1	0.95	1	6	-1	3	6	5	0.94	-6
CC(C)C(=O)NCCc1nc2ccccc2n1C	1.1	4	-4	1	1	1	-8	1	1
CC(C)(C)c1cc2cccnc2n1Cc1cccc(F)c1	0.97	-2	-9	-3	-1	24	3	1.1	-5
CC(C)(C)OC(=O)C[C@@H]1C/C=C\C[C@H](CC(=O)N(CCO)Cc2ccccc2)C(=O)N[C@H](C(C)(C)C)COC1=O	1.1	1	-20	-3	-4	12	-10	1.2	-9
Cc1ccc(S(=O)(=O)Nc2nc(C)c(C(=O)N/N=C/c3ccccc3)s2)cc1	0.94	-7	3	-3	-5	11	6	0.97	-2
COc1cccc2cc(C(N)=O)/c(=N\NC(=O)c3ccccc3)oc12	1	-3	-16	0	-3	17	-3	1.2	-3
O=C(Nc1nc2ccccc2n1CCN1CCOCC1)c1ccc(Cl)cc1	0.85	2	-21	2	-1	6	15	1.2	1
Cc1nc(-c2ccc(F)cc2)c(CC(=O)N(C)CC(=O)Nc2ccc(Br)cc2C)s1	1	0	-8	3	-6	3	-4	1.1	-2
COc1ccc(C(CNC(=O)c2ccc(NS(=O)(=O)c3ccccc3)cc2)N2CCOCC2)cc1 (stereo not given)	0.99	-2	3	2	-2	22	1	0.97	-2
CCOC(=O)N1CCN(C(=O)CCS(=O)(=O)c2ccc3c(c2)CC(C)N3C(=O)CC)CC1 (stereo not given)	0.98	3	-18	-2	1	2	2	1.2	-4
CNS(=O)(=O)c1ccc(NC(=O)c2cncc(Br)c2)cc1	0.94	1	-9	0	-1	-1	6	1.1	-5
CCc1noc(C)c1C(=O)Nc1nc(-c2cc(OC)ccc2OC)cs1	0.83	0	10	-3	-2	36	16	0.9	-7
C=CCNC(=O)CSc1nnc(-c2ccncc2)n1CCc1ccccc1	1	7	-9	2	2	7	-2	1.1	2
CS(=O)(=O)N1CCC(C(=O)NCc2ccc(F)cc2)CC1	1.1	-1	-4	-1	0	11	-6	1	-4
O=C(CSc1n[nH]c(-c2ccncc2)n1)NCCc1ccccc1	1.1	1	2	1	0	-1	-11	0.98	-4

3 compounds picked at random from those above:
SMILES	mIAP activ	SENP1 FRET inh	hIAP inh	APOBEC3A inh	beta cell repl	NLRP3 yeast inh	mIAP inh	hIAP act	APOBEC3G inh
Cc1ccc(-c2nc(C)sc2CC(=O)OCC(=O)Nc2cccc([N+](=O)[O-])c2)cc1	0.94	-1	12	-2	-1	17	6	0.88	-7
N#Cc1ccc(COC(=O)Cn2nnc(-c3ccccc3)n2)cc1	1	1	5	0	-1	5	-4	0.95	0
O=C(O)CCC(=O)Nc1ccc(N2CCCCC2)c(C(=O)O)c1	0.96	4	10	-3	0	9	4	0.9	-5

Further entries follow:
SMILES	mIAP activ	SENP1 FRET inh	hIAP inh	APOBEC3A inh	beta cell repl	NLRP3 yeast inh	mIAP inh	hIAP act	APOBEC3G inh
O=c1c(-c2c(O)cc(O)c3c(=O)cc(-c4ccc(O)cc4)oc23)c(-c2ccc(O)cc2)oc2cc(O)cc(O)c12	0.41	-13	9	31	-6	9	59*	0.91	44
C=CCNC(=O)c1ccccc1Cl	0.99	1	-9	4	2	5	1	1.1	-1
COc1ccccc1CN1CC(C(=O)NCc2nc3ccccc3n2C)CCC1=O (stereo not given)	0.96	-5	-51	-3	-4	4	4	1.5	-6
CC(C)(C)[C@@H]1COC(=O)[C@@H](Cc2ccc(F)cc2)C/C=C\C[C@H](CC(=O)N(CCO)Cc2ccccc2)C(=O)N1	1.1	-1	10	2	-5	22	-11	0.9	-5
CCNc1c(NCC)c(=O)c1=O	1	-1	-1	9	-2	2	-2	1	-3
O=C(C1=C[C@H](C2CC2)C[C@H](OCCCCO)O1)N1CCN(Cc2ccccc2)CC1	0.97	0	17	-3	0	1	3	0.83	-6
COc1cccc(OCCSc2nc(N)cc(N)n2)c1	1.1	-7	-11	-6	-2	16	-10	1.1	-6
Cn1c(SCC(=O)Nc2nc(C(C)(C)C)cs2)nnc1C1CC1	0.93	-1	4	3	-2	2	7	0.95	5
Cc1nnc(Nc2ccccn2)c2ccccc12	0.89	1	1	-8	-2	32	12	0.99	-6
O=C(N/N=C\c1cccc(Br)c1)c1ccccc1-n1cccc1	0.96	2	-10	2	0	16	4	1.1	1
NC(=O)c1ccc(-c2nnn(CC(=O)Nc3cccc(S(=O)(=O)N4CCCC4)c3)n2)cc1	1	0	2	-5	3	14	-2	0.98	-10
CCc1c(C)sc(NC(=S)N2CCN(CC)CC2)c1C(=O)OC	0.94	-2	14	-2	0	26	6	0.86	-10
O=C(Nc1nnc(SCc2ccccc2)s1)c1ccco1	0.94	-1	10	1	0	10	6	0.9	0
CC1CC(C)(C)CC2(C1)NC(=O)N(CC(=O)N1CCN(S(=O)(=O)c3cccs3)CC1)C2=O (stereo not given)	1	-15	-18	0	-4	16	-1	1.2	-5
CC(=O)N1CCCN(C(=O)c2ccc3nc(Cc4cccc(Cl)c4)oc3c2)CC1	1	1	-2	-2	3	10	-5	1	-4
O=C(NC1CCCCC1)n1c(=O)oc2cc(S(=O)(=O)N3CCCCC3)ccc21	1	0	3	3	2	-7	-4	0.97	0
CCc1nonc1NC(=O)c1oc2ccc(F)cc2c1C	0.9	0	-4	-7	0	7	10	1	-7
CCc1cc(CN2CCOCC2)c(NC(=O)c2ccccc2)s1	0.95	0	-14	-2	0	22	5	1.1	-3
COc1ccc(C(=O)NC(C(=O)NCC2(N3CCCCC3)CCCCC2)C(C)C)cc1 (stereo not given)	1.1	-2	11	-3	5	15	-10	0.89	-5
O=C(Nc1ccncc1)c1ccc(Br)cc1	0.99	0	6	-6	-3	6	1	0.94	-5
O=C(CC(NS(=O)(=O)c1ccc(Cl)cc1)c1ccco1)NC1CCCC1 (stereo not given)	0.96	1	-3	-1	1	4	4	1	-1
CC(C)CNC(=O)CSc1nnc2ccccn12	0.99	-1	-10	-3	0	-8	1	1.1	9
O=S(=O)(NC1CC2CCC1C2)c1ccc2c(c1)OCCO2 (stereo not given)	0.99	0	-9	-3	1	28	1	1.1	-3
O=C(O)CC/C(=N/NC(=O)c1cn(-c2ccccc2)nc1-c1ccccc1)C(=O)O	1	-1	-19	-4	-1	7	0	1.2	-7

This is a subset; the hit share may differ from the screen's.
